GC-B act = GC-B (human) receptor activation; P20594; HEK293-GC-B cells, CNP EC30, cGMP TR-FRET; 0% at EC30 CNP, 100% saturating CNP; activation, % at 10 µM; hit rate 0.11% among 370,000;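 active = activation at 10 µM reaching about 35% in either raw or pattern-adjusted values, limit read from the data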
HTRA1 inh = inhibitors of human serine peptidase HTRA1. Q92743. recombinant HTRA1, FP-rhodamine activity-based probe, fluorescence polarization. inhibition, % at 5.96 µM. hit rate 0.5% among 340,000. AID 504803; in the data active = inhibition above about 36%;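 note: 0% = enzyme with DMSO and 100% = wells lacking enzyme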
SMARCA2 activ = SMARCA2 function activation, primary screen; MG213 cells, MMTV-luciferase reporter, dexamethasone, overnight; activation, % at 9.1 µM; hit rate 1% among 370,000; AID 652017; in the data active = activation above about 7.8%;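 note: 0% = vehicle wells and 100% = reference activator wells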
ARFGAP1 inhibitor = inhibits rat ARF GTPase activating protein 1; Q62848; Arfgap1-stimulated ARF1 GTP hydrolysis, GDP FP detection; inhibition, % at 16.5 µM; hit rate 0.26% among 360,000;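 active = inhibition above a per-plate limit, mean inhibition of low control wells plus 3 SD, cut at about 25% in these data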;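 note: 0% = DMSO wells with enzyme and 100% = wells lacking Arfgap1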
Target sequence (Q62848 1-136 limits assumed): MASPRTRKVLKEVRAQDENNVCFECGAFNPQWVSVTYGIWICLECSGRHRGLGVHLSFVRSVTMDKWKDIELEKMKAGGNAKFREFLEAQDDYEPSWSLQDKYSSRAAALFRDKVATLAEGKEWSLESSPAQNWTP
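Replicates: Single well per compound | Assay system: Truncated rat Arfgap1 GAP domain | Control set: No-Arfgap1 wells (100%) versus DMSO full-reaction wells (0%) | Times: Enzyme reaction 120 min at 25 °C after 20 min preincubation | Reagent: Human ARF1(Δ1-17)-GTP substrate | Measured by: Tracer-displacement fluorescence polarization with EDTA stop, 620/688 nm | Measure: Percent inhibition of Arfgap1-stimulated GTP hydrolysis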
rCAG binder = molecules binding r(CAG) RNA repeats; r(CAG) RNA repeat, TO-PRO-1 dye displacement fluorescence; inhibition, % at 3 µM; hit rate 1.3% among 370,000;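 active = inhibition above the plate cutoff, the mean of all test compounds on that plate plus 3 SD, cut at about 35% in these data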;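 note: 0% = DMSO alone and 100% = 100 µM mitoxantrone as full dye displacement; higher means more dye released from RNA so lower well fluorescence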
ABHD4 inh = inhibitors of mouse ABHD4; purified mABHD4, FP-Rh probe fluorescence polarization; inhibition, % at 8.92 µM; hit rate 0.54% among 370,000; Q8VD66;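 active = inhibition exceeding the mean over every tested compound plus 3 SD, cut at about 30% in these data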;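 note: 0% = plate median of compound wells and 100% = S159A mutant with DMSO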
Target sequence (Q8VD66 whole entry, looked up): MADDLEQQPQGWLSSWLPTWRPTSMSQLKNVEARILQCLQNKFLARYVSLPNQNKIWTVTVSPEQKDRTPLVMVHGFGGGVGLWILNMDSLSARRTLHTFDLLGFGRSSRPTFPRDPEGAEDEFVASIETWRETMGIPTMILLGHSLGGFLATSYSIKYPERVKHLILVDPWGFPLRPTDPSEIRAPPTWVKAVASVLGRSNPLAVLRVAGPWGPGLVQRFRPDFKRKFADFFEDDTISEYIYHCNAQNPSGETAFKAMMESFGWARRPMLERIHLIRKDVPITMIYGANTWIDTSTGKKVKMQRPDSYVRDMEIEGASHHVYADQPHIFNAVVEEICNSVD
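Material: mouse ABHD4 enzyme, wild type; Benchmarks: S159A mutant high control, sample median low control; Buffer or medium: HEPES pH 7.0, NaCl, Pluronic buffer; Signal: fluorescence polarization; Read-out: percent inhibition of probe binding, normalized to plate controls; Timing: pre-incubation 45 min, probe exposure 60 min, at 25 °C; Dosing: 8.92 µM, single dose.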
GC-A act = GC-A (human) enzyme activation. AID 1671463. P16066. HEK293 GC-A cells, cGMP TR-FRET, EC30 ANP; 0% at EC30 ANP, 100% saturating ANP. hit rate 0.14% among 370,000. activation, % at 10 µM; in the data active = activation above about 40%
ASAP1 inh = blocks human ASAP1-stimulated Arf1 GTP hydrolysis. GDP FP detection. inhibition, % at 16.5 µM. hit rate 0.19% among 360,000. AID 624377; in the data active = inhibition above about 25%;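 note: 0% = vehicle with enzyme and substrate and 100% = no enzyme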
Target sequence (Q9ULH1 325-724 limits assumed): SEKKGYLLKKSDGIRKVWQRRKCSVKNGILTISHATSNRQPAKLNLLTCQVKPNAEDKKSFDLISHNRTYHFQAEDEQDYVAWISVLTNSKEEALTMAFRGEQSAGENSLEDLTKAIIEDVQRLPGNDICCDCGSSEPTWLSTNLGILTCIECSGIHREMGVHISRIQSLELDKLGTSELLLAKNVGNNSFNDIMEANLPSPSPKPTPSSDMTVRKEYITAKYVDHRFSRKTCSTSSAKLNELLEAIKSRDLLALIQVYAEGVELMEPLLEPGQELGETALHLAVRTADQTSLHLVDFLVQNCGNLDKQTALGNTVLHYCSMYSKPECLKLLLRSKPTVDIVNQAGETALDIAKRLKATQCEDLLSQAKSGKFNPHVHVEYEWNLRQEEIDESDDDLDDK
PG9 Ab binder = small molecules binding HIV-1 gp120 antibody PG9. hit rate 0.43% among 360,000. inhibition, % at 6.7 µM. TR-FRET gp120-PG9 antibody binding; in the data active = inhibition above about 8.5%
Rev-erbA mod = modulators of human Rev-erb alpha DNA binding; P20393; hit rate 0.79% among 370,000; activity, % at 10 µM; Rev-erbα–FITC-DNA binding, fluorescence polarization, 90 min;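 active = activity above about 14%, limit read from the data; passing the limit was not always enough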;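 note: 0% = DMSO wells with 35 nM protein and 100% = DMSO wells with 750 nM protein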
An asterisk follows results filed as active; . = no result given; & = joins results of further samples.

SMILES	GC-B act	HTRA1 inh	SMARCA2 activ	ARFGAP1 inhibitor	rCAG binder	ABHD4 inh	GC-A act	ASAP1 inh	PG9 Ab binder	Rev-erbA mod
COc1ccc(S(=O)(=O)Nc2cccc3c2O[C@H](CN(C)S(=O)(=O)c2ccc(Cl)cc2)[C@H](C)CN([C@H](C)CO)C3=O)cc1	0	-42	1	-2	20	-14	2	6	-0.1	-3
CC1=C(CO)C(=O)OC([C@@H](C)C2CC[C@H]3C4C[C@H]5O[C@]56[C@@H](O)C=CC(=O)[C@]6(C)C4CC[C@]23C)C1 (stereo partly specified)	0	-12	-8	3	3	9	3	6	-0.3	-6
CCCCCOC(=O)Cc1c(C)nc(-c2ccccc2)[nH]c1=O	5	6	1	1	-1	12	-3	1	-1.8	-3
CS(=O)(=O)c1ccc2c(c1)sc1nc(=O)c(/C=C3/C=CC(=O)C(O)=C3)c(N)n12	1	20	0	8	39*	15	2	-3	-1.8	-22
C=CCN(c1ccccc1)S(=O)(=O)c1cccc(C(=O)Nc2cc(C)ccn2)c1	-3	-46	2	12	-3	-8	-2	0	-0.5	2
Cn1nnnc1Sc1ncnc2scc(-c3cccc(C(F)(F)F)c3)c12	4	-25	-2	5	-4	0	7	-5	0.0	2
COc1ccc(S(=O)(=O)N2CCOCC2)cc1NC(=O)CN1C(=O)NC(C)(C2CC2)C1=O (stereo unspecified)	4	-4	1	2	4	2	-2	-4	0.3	1
Cc1ccc(C(C)C)c(OCc2nnc(SCC(=O)Nc3ncc(C)s3)n2C)c1	11	-1	-1	7	-1	1	1	-1	1.5	9
COC(=O)c1ccc(CNC(=O)c2cc(S(=O)(=O)NCc3ccccc3)ccc2C)cc1	-9	-11	-4	8	6	-4	-2	3	1.0	-2
COc1ccc(/C=N\NC(=O)CC(=O)Nc2cccc(Cl)c2)cc1OC	3	-8	-3	-15	6	-7	4	0	2.5	2
CCCN1CCN(C(=O)CS(=O)(=O)Cc2nc(-c3cccc(OC)c3)oc2C)CC1	-3	-4	0	-7	-12	0	-8	-4	-1.3	-4
CC1CCCC(NC(=O)CSc2cccc[n+]2[O-])C1C (stereo unspecified)	5	7	-2	7	2	0	0	-18	0.9	-2
CCC(=O)c1ccc(OC)c(OC)c1O	1	8	0	7	-1	1	3	-5	-0.2	3
Cc1cccc(NC(=O)N2CCCCCC2)c1	-5	2	2	15	-4	-3	4	9	-1.1	-5
COCCNC(=O)c1cc2c(=O)n(C)c3ccccc3c2n1C	-4	7	-2	7	3	-1	1	-9	0.2	0
COc1ccc(S(=O)(=O)N2CCSC2C)cc1C (stereo unspecified)	2	6	-3	-1	3	3	3	-10	-0.2	-1
O=C(CCCc1ccccc1)Nc1ccccn1	4	3	-1	0	-5	1	4	-2	-0.9	0
O=C(NCCN1CCOCC1)C(=O)NCC1OCCCN1S(=O)(=O)c1ccc(F)cc1 (stereo unspecified)	0	4	0	9	-1	0	-1	-11	-0.8	-3
COc1ccc(C(C#N)N2CCC(c3ccccc3)=N2)cc1 (stereo unspecified)	7	2	3	-8	-2	-10	8	9	0.2	3
COC(=O)c1ccc(S(=O)(=O)c2ccccc2)c(N)c1	6	-5	-5	13	4	1	0	3	0.4	-3
Cc1cc(C)nc(NCC(O)COc2ccccc2C)n1 (stereo unspecified)	1	2	-3	3	-1	-11	2	7	-0.5	-4
COC(=O)[C@]12C[C@H](CC(=O)N3CCCC3)C(=O)N(Cc3ccc(Cl)cc3Cl)C1=C[C@H](C(C)(C)C)O[C@@H]2C	-6	.	-3	.	1	-2	-15	.	.	1
COc1ccc(Cc2noc(CN(C)CC(O)c3ccccc3)n2)cc1OC (stereo unspecified)	2	-2	-2	-6	-6	3	4	1	1.8	5
Cc1cc(C(=O)OCC(=O)N2c3ccccc3CC2C)c(C)o1 (stereo unspecified)	0	-1	-2	2	5	3	3	-1	-0.3	5
Cc1ccc(C2=NN(C(=O)CCl)C(c3ccco3)C2)o1 (stereo unspecified)	-3	4	-4	-11	3	4	-1	-1	-0.8	3

Results in GC-B act and HTRA1 inh (three entries from above):
Compound	GC-B act	HTRA1 inh
COC(=O)c1ccc(S(=O)(=O)c2ccccc2)c(N)c1	6	-5
Cc1cc(C)nc(NCC(O)COc2ccccc2C)n1 (stereo unspecified)	1	2
COC(=O)[C@]12C[C@H](CC(=O)N3CCCC3)C(=O)N(Cc3ccc(Cl)cc3Cl)C1=C[C@H](C(C)(C)C)O[C@@H]2C	-6	.

(cont.)
SMILES	GC-B act	HTRA1 inh	SMARCA2 activ	ARFGAP1 inhibitor	rCAG binder	ABHD4 inh	GC-A act	ASAP1 inh	PG9 Ab binder	Rev-erbA mod
O=C(CN1C(=O)/C(=C/c2ccco2)SC1=S)Nc1ccc(C(=O)O)c(O)c1	-2	-17	2	-19	93*	-22	-2	12	-2.7	-4
O=[N+]([O-])c1ccc(Sc2nccn2Cc2ccccc2)cc1	-2	-3	-2	1	-2	-5	0	-9	0.9	5
Cc1ccc(C(C(=O)NC2CCCC2)N(Cc2ccccc2)C(=O)c2csnn2)o1 (stereo unspecified)	-6	-7	7	5	-3	8	-8	3	-1.9	4
S=c1[nH]nc(-c2ccco2)n1/N=C/c1ccccc1Cl	5	1	-3	17	0	4	0	7	-0.9	-8
CC(C(=O)Nc1cc(C(F)(F)F)ccc1N1CCOCC1)N1C(=O)C2CCCCC2C1=O (stereo unspecified)	0	1	-1	8	-1	-3	1	-5	-1.1	5
O=C(NNC(=O)c1ccc(Br)s1)c1cccc(Cl)c1	4	4	-2	1	4	3	4	3	0.7	-1
Cc1ncc(/C=C2\C(=O)Nc3ccccc32)[nH]1	-11	.	0	9	0	0	-7	0	-13	-5
COc1ccccc1C(=O)OCC(=O)Nc1ccc(OC(F)F)cc1	-2	-4	2	-6	-3	-2	0	-7	-0.9	1
CCCCCC1CC(=O)N(Cc2ccc(Cl)cc2)C(=O)N1 (stereo unspecified)	0	-7	0	-5	-5	7	-1	-1	-0.1	-5
CCCCN(CC)CCNC(=O)CN1C(=O)COc2ccc(S(=O)(=O)N3CCCC3)cc21	3	0	1	8	-1	7	5	-13	-1.2	-7
CS(=O)(=O)c1ccccc1-c1nc(-c2cc(C(F)(F)F)cc(C(F)(F)F)c2)no1	-3	2	1	-2	2	3	-5	-2	-2.0	-7
O=C(O)CSc1nnc(-c2ccncc2)n1Cc1ccccc1	7	4	0	7	2	-15	1	3	0.8	3
Cc1ccc(CC(=O)Nc2ccc(C(=O)N3CCOCC3)cc2)cc1	5	1	-1	3	0	2	1	2	-2.2	-7
COc1cc(C(=O)NCC(c2ccccc2)N(C)C)ccc1OCc1c(C)noc1C (stereo unspecified)	-2	-4	-4	7	1	-3	3	-19	0.0	-3
CC(C)C(=O)Nc1ccc2c3c(cccc13)CC2	0	3	0	6	0	2	-2	-2	-1.1	-12
CCOC(=O)c1nnn2c1nc(SCC(C)=O)c1ccccc12	3	.	-2	9	-2	-5	3	-4	-2.8	8
Cc1[nH]c2ccccc2c1/C=N/Nc1nc(Nc2ccccc2)nc(N2CCOCC2)n1	.	-3	0	8	12	12	.	11	-1.7	.
CCc1ccc(-c2nc(SCC(=O)N(CC)C3CCS(=O)(=O)C3)n[nH]2)cc1 (stereo unspecified)	3	4	1	15	-1	-3	-2	-7	-0.1	2
O=C(NCc1nc2ccccc2[nH]1)C1=C[C@@H](c2ccc(Br)cc2)C[C@@H](OCCCCO)O1	-1	-22	1	-2	2	-4	0	15	-0.7	-1
COc1ccc2oc(C(=O)OCC(=O)Nc3ccc(C)c(S(=O)(=O)N4CCOCC4)c3)c(C)c2c1	3	-17	2	6	13	-8	-1	4	0.1	3
CCCCC(=O)N/N=C/c1ccc(-c2ccc([N+](=O)[O-])cc2)o1	-3	0	3	3	2	0	8	0	-1.2	5
O=C1N(CCCO)CCC12CCC(c1ccccc1)CC2 (stereo unspecified)	2&2	.	-2&-4	.	-1&3	-1&0	1&0	.	.	-2&-3
CCOc1ccccc1C(=O)N/N=C/c1cccc2cccnc12	-3	1	0	-1	2	-16	3	-5	-1.3	6
CC(C)N(CC#CCC(O)(c1ccccc1)C1CCCC1)CCO (stereo unspecified)	2	0	2	13	-7	-14	-6	11	-0.7	3
CC(C)N(C(=O)CN1C(=O)NC(c2ccccc2)(c2ccccc2)C1=O)C(C)C	0	9	-1	0	-7	5	1	0	-0.4	1
(more compounds)
SMILES	GC-B act	HTRA1 inh	SMARCA2 activ	ARFGAP1 inhibitor	rCAG binder	ABHD4 inh	GC-A act	ASAP1 inh	PG9 Ab binder	Rev-erbA mod
CCn1nc(C(=O)OCC(=O)NC(C)C)c2ccccc2c1=O	-1	-2	0	1	-1	-2	-3	12	-1.8	-4
CC1(C(=O)Nc2ccc(F)cc2F)CCN1C(=O)Cc1ccccc1Cl (stereo unspecified)	2	.	-3	-7	0	0	-1	4	-0.5	16
O=C(CNC(=O)c1cccs1)Nc1ccc(N2CCOCC2)cc1	0	11	-4	-2	1	-2	1	1	-0.7	3
COC(=O)N1CCCCC1c1cc(C(=O)NCc2cccnc2)no1 (stereo unspecified)	7	.	-4	-8	2	0	0	-6	-0.5	3
Cc1ccc(-c2nc(N)sc2-c2ccc(C)cc2)cc1	-3	20	-4	10	3	10	0	6	-1.6	7
O=C(Nc1ccc(Nc2ccccc2)cc1)c1ccc(Cl)c([N+](=O)[O-])c1	-5	29	-4	8	17	6	0	10	2.4	0
CCC1=Nc2cc(C(=O)NCCN3CCCC3)ccc2Sc2ccccc21	3	-10	0	12	4	5	2	3	-1.4	5
O=C(Oc1cccc(Oc2ccccc2)c1)N1CCOCC1	2	6	-1	1	-7	0	-1	-5	-0.9	1
COC(=O)/C=C1/SC(=NC(=O)c2ccc(OC)cc2)NC1=O	-3	4	2	-6	13	6	-3	-9	-1.9	1
COc1ccc(S(=O)(=O)N(C)CC(=O)NCCCn2ccnc2)cc1Cl	0	7	-2	-6	-6	-8	-4	3	1.9	1
COC(=O)c1cc(C)ccc1/C=C1/Cc2c(C)cc(C)cc2C1=O	-7	-12	3	1	2	-4	-6	-12	-0.4	-2
O=C(CCc1ccccc1)N[C@H]1[C@H](OC(=O)c2ccc3ccccc3n2)CCC[C@@]12C(=O)N(Cc1ccccc1)c1ccccc12	7	.	-2	.	8	-11	-1	.	.	3
COc1ccccc1NC(=O)NCCN1CCN(C(=O)Nc2ccccc2OC)CC1	-1	-1	2	-7	-6	0	-3	-1	-1.6	-4
COc1ccc(CC(=O)OCC(=O)N2CCCc3ccccc32)cc1	2	-1	-2	-5	-3	1	4	4	0.1	2
O=C(O)/C=C/C(=O)Nc1ccccc1C(=O)Nc1ccccc1	1	0	-3	5	2	1	0	1	1.0	-4
Oc1c(Cl)cc(Cl)cc1/C=N/c1nccs1	-2	6	-3	-4	9	0	0	1	1.5	9
O=C(NCC(c1ccco1)N1CCc2ccccc2C1)c1ccccc1Cl (stereo unspecified)	-5	-4	-1	-7	-4	0	-6	-8	-1.2	-5
COc1ccc(-c2cc(C(=O)N/N=C/c3ccc(OC)c(COCC(F)(F)C(F)F)c3)c3ccccc3n2)c(OC)c1	1	-47	-3	6	14	-9	-3	7	1.7	2

Compound activity: PubChem BioAssay, several laboratories
